# Source: PubChem BioAssay (The Scripps Research Institute Molecular Screening Center)
# TbREL1 inh – TbREL1 inhibition, primary screen | TbREL1 RNA ligation, FRET fluorescence | inhibition, % at 9.66 µM | 89,000 compounds, 0.49% hits | AID 1117264;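 active = inhibition above the mean inhibition across all screened compounds plus 3 SD, cut at about 11% in these data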;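 also: 0% = plate median of test wells and 100% = NSC42067 control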
# * = called active by the depositor. Only part of the results is shown; the hit share may differ from the screen's.
TbREL1 inh	SMILES
3.0	C[C@H](CO)N1C[C@H](C)[C@@H](CN(C)S(=O)(=O)c2cn(C)cn2)Oc2c(NS(=O)(=O)c3ccc(F)cc3)cccc2C1=O
-1.4	COC(=O)c1ccccc1S(=O)(=O)Nc1ccc2cn[nH]c2c1
4.5	Cc1ccccc1NC(=O)Cn1cnc2c1c(=O)n(C)c(=O)n2C
1.1	CCCCC(=O)N(C)c1c(CC)nc2c(OCc3ccc(Cl)cc3Cl)cccn12
-0.1	O=C(NCCC1=CCCCC1)c1cnc2n(c1=O)CCS2
0.7	COc1ccc(C(CNS(=O)(=O)c2ccc(F)cc2)N2CCN(C)CC2)cc1 (stereo not drawn)
-3.5	CCOC(=O)c1cnc(SCC(=O)Nc2ccc(NC(=O)CC)c(OC)c2)nc1N
0.7	CC(=O)c1cccc(N2C(=O)C3C4CCC(C4=C(C)C)C3C2=O)c1 (stereo not drawn)
-0.3	COCCNC(=O)C(c1ccco1)N(C(=O)Cn1nnc2ccccc21)c1ccc(C)cc1C (stereo not drawn)
0.4	O=C(CCOc1ccccc1)Nc1ccccc1
0.2	COc1ccc(-c2c(C#Cc3ccsc3)c3cc(-c4ccc(OC)nc4)ccc3n2C)cc1
7.2	CC(=O)c1cc(-c2ccc([N+](=O)[O-])cc2)c(=O)n2c1CCC2

# Some of these compounds in order of heavy-atom count, largest number first.
TbREL1 inh	SMILES
-0.3	COCCNC(=O)C(c1ccco1)N(C(=O)Cn1nnc2ccccc21)c1ccc(C)cc1C (stereo not drawn)
-3.5	CCOC(=O)c1cnc(SCC(=O)Nc2ccc(NC(=O)CC)c(OC)c2)nc1N
0.4	O=C(CCOc1ccccc1)Nc1ccccc1

# The main list resumes; the four compounds before the break are reprinted first.
TbREL1 inh	SMILES
-0.3	COCCNC(=O)C(c1ccco1)N(C(=O)Cn1nnc2ccccc21)c1ccc(C)cc1C (stereo not drawn)
0.4	O=C(CCOc1ccccc1)Nc1ccccc1
0.2	COc1ccc(-c2c(C#Cc3ccsc3)c3cc(-c4ccc(OC)nc4)ccc3n2C)cc1
7.2	CC(=O)c1cc(-c2ccc([N+](=O)[O-])cc2)c(=O)n2c1CCC2
-0.6	CC1CCCCN1C(=O)COC(=O)CNC(=O)c1sc2ccccc2c1Cl (stereo not drawn)
-1.5	CC(=O)N(CCC(Cc1ccccc1)c1ccco1)Cc1ccco1 (stereo not drawn)
-4.8	CCN1C(=O)C(=Cc2cccc(OC)c2Oc2ccc([N+](=O)[O-])cc2[N+](=O)[O-])SC1=S
1.6	CCOC(=O)c1c(C)oc2c(CN3CCN(C)CC3)c(Br)c(OC)c(O)c12
3.9	Oc1c(Br)cc(Br)cc1/C=N/NC(=S)N[C@H]1CC2C=CC1C2 (stereo partly drawn)
-1.1	CCOC(=O)C(C)n1cnc2c(nnn2-c2ccc(C)cc2)c1=O (stereo not drawn)
2.9	CCc1ccc(C(C)NC(=O)c2cc(C)oc2C)cc1 (stereo not drawn)
1.5	CN(Cc1ccc(Cl)cc1Cl)C(=O)CNC(=O)c1ccco1
1.2	CC(C)n1c(CCCO)nc2ccccc21
-0.4	COc1ccc(Nc2ncccc2C(=O)Nc2ccccc2)cc1
2.5	Cc1c(C(=O)NCc2ccccc2C(F)(F)F)sc(=O)n1Cc1ccccc1C#N
-2.0	Cc1noc(C)c1COC(=O)c1ccccc1Oc1ccccc1
1.4	COc1cccc(/C=N/Nc2nccnc2Cl)c1O
4.0	O=c1oc(CCCO)cc2ccc(C#Cc3cccnc3)cc12

# Structures listed so far containing a Cl atom, in the order listed:
TbREL1 inh	SMILES
1.1	CCCCC(=O)N(C)c1c(CC)nc2c(OCc3ccc(Cl)cc3Cl)cccn12
-0.6	CC1CCCCN1C(=O)COC(=O)CNC(=O)c1sc2ccccc2c1Cl (stereo not drawn)
1.5	CN(Cc1ccc(Cl)cc1Cl)C(=O)CNC(=O)c1ccco1
1.4	COc1cccc(/C=N/Nc2nccnc2Cl)c1O
